PKM2 act: activators of human pyruvate kinase M2; P14618; purified PKM2, Kinase-Glo ATP luminescence, activation; response scale: 0% is enzyme alone, no compound; Potency, µM (doses to about 57.5 µM), for the others: at the highest dose activation, hits mostly activators; 260,000 tested, 0.34% active; AID 1631; note: potency is the fitted concentration of half-maximal effect; % is set by controls: 0 for no effect and ±100 for the full control effect; nearly all actives have a fitted effect of over 55% in size
Target sequence (P14618 whole entry, looked up): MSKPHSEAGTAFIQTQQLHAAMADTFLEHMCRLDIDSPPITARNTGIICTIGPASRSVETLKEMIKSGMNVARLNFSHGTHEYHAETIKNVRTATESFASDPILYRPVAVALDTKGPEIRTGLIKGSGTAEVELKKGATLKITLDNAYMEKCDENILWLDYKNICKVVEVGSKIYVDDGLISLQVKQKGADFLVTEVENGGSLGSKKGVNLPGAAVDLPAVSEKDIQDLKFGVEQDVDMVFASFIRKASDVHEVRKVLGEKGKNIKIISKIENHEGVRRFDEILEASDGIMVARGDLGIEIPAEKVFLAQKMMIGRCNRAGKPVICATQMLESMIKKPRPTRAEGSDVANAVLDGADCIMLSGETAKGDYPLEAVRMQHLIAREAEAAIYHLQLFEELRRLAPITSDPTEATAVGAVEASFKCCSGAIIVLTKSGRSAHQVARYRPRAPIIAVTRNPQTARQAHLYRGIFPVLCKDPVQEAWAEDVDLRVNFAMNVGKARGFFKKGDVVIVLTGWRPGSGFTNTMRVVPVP
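ATP formation by purified human PK-M2, quantified via coupled luciferase luminescence after 1 h at room temperature with 0.1 mM ADP and 0.5 mM PEP final.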
GALK inhibitor: inhibitors of human galactokinase; P51570; Purified GALK, Kinase-Glo residual ATP luminescence; Potency, µM (series often up to 57.5 µM), for inactives: at the highest dose activity change, negative = inhibition, hits mostly inhibitors; 270,000 tested, 0.007% active; AID 1868; note: potency is the fitted concentration of half-maximal effect; % is set by controls: 0 for no effect and ±100 for the full control effect
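Human GALK (5 nM) with 35 uM ATP and 100 uM galactose in 20 mM HEPES pH 8.0, 5 mM MgCl2, 60 mM NaCl, 1 mM DTT, 0.01% BSA. After 1 h at room temperature, leftover ATP was read by Kinase-Glo Plus luminescence.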
TSG101-PTAP inh: blocks PTAP/TSG101 interaction to inhibit HIV-1 budding; Fluorescence polarization, FITC-PTAP peptide / Tsg101 binding; Potency, µM (titrated, usually from 115 µM), inactives show at the highest dose activity change, negative = inhibition, usual class: inhibitors; 340,000 tested, under 10 active; AID 493005; active = well fitted inhibition curve with a large enough effect in the main read-out, with a control signal flat, not every such curve was filed as active; inconclusive = small, poorly fitted or top-dose-only effect, or effect the other way, or a change in a side signal; inactive = no such curve, though single readings can be large or run the other way; note: potency is the fitted concentration of half-maximal effect; % of control where 0% means no effect
Target sequence (Q99816 whole entry, looked up): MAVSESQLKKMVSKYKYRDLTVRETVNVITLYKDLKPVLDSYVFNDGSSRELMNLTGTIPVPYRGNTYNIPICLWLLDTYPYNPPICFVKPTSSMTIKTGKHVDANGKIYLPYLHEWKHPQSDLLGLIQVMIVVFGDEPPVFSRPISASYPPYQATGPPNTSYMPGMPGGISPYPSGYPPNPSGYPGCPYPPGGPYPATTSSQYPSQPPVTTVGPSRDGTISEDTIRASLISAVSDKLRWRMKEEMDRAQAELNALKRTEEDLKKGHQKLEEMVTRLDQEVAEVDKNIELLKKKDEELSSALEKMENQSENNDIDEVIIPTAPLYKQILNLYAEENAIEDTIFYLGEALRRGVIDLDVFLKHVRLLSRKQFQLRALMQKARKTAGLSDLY
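Steps: Tsg101 binding domain dispensed (10 uM final), compounds pinned in DMSO, FITC-labeled PTAP-motif peptide added (50 nM final); after 20 min binding at room temperature, polarization measured.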
Giardia killer: kills Giardia lamblia; Giardia lamblia trophozoite viability; activity change, % at 7.66 µM, hits read low; 340,000 tested, 0.15% active; AID 540267; in the data active = activity change below about -80%; inconclusive = between about -30% and that limit;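 note: parasites exposed to compound for two days anaerobically before the ATP read; % is set by controls: 0 for no effect and ±100 for the full control effect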
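Killing of trophozoites was scored by loss of ATP luminescence after a 48 hrs anaerobic exposure to compounds at 37 deg C, using 100 cells per well.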
FBPA coupling cs: counter-screen for Giardia aldolase inhibitors: coupling enzyme system. coupling enzyme system counterscreen, AmpLite Red fluorescence. activity change, negative = inhibition, % at 58.2 µM, hits read low. 290,000 tested, 0.67% active; in the data active = activity change below about -30%; note: % is set by controls: 0 for no effect and ±100 for the full control effect
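Coupling enzymes only (glyceraldehyde-3-phosphate) + compound, at 57.5 uM final, 10 min RT; add substrate/coupling/AmpLite Red mix, 20 min RT; fluorescence ex 525/em 598 nm. Actives flag coupling-system interference.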
Menin MLL FP TR: inhibitors of human menin-MLL interaction, mutant MLL peptide; Menin + Texas Red MLL mutant peptide, fluorescence polarization; Potency, µM (top dose mostly 61.6 µM), inactives show at the highest dose FP activity change, negative = inhibition, hits mostly inhibitors; 270,000 tested, 0.23% active; O00255; active = well fitted inhibition curve with a large enough effect in the polarisation, with a control signal flat, not every such curve was filed as active; inconclusive = small, poorly fitted or top-dose-only effect, or effect the other way, or a change in a side signal; inactive = no such curve, though single readings can be large or run the other way; the % refers to the polarisation; note: potency is the fitted concentration of half-maximal effect; % of control where 0% means no effect; many of its hits are not listed in these tables
Tb PFK block: blocks T. brucei phosphofructokinase; O15648; AID 485367; Potency, µM (doses to about 57.5 µM), without a hit: top-dose activity, negative = inhibition, hits mostly inhibitors; T. brucei PFK, ADP-Glo luminescence; 330,000 tested, 0.17% active;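 note: potency is the fitted concentration of half-maximal effect; 0% = uninhibited 1x PFK enzyme wells and -100% = no-enzyme wells; nearly all actives have a fitted effect of over 60% in size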
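1.25 nM PFK with 0.5 mM F6P and 0.1 mM ATP in 0.1 M TEA pH 8.0, 5 mM MgCl2, incubated 45 min at room temperature; ADP measured by ADP-Glo luminescence; compounds titrated up to 57 uM.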
Integrin act MD: integrin-mediated muscular dystrophy alleviation activation. alpha7betagal myoblasts, beta-gal FDG fluorescence, 48 h. Potency, µM (series often up to 38.3 µM), inactives show top-dose activation, usual class: activators. 350,000 tested, 0.064% active;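 note: potency is the fitted concentration of half-maximal effect; 100% = response of the positive control SU9516; nearly all actives have a fitted effect of over 60% in size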
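Alpha7betagal+/- myoblasts (passage 13) were plated 16-24 hr, then exposed to compounds (1:260 dilution of DMSO stock) for 48 hours at 37C. After MPER lysis, β-galactosidase reporter activity was read as FDG fluorescence (ex 480/em 540) after 30 minutes.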
B2AR arrestin: beta2AR (human) beta-arrestin recruitment activity; Potency, µM (highest dose often 46.1 µM), inactives show top-dose activation, usual class: activators; P07550; 330,000 tested, 0.02% active; beta-arrestin recruitment to beta2AR, cell-based reporter;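 note: potency is the fitted concentration of half-maximal effect; 0% = DMSO controls and full agonism = EC100 isoproterenol or metaproterenol; nearly all actives have a fitted effect of over 65% in size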
BCR signal inh: blocks chronic active B-cell receptor signaling; ABC-DLBCL IkBa-CBG/CBR reporter, luminescence ratio, 4 h; Potency, µM (top dose mostly 46.1 µM), inactives show at the highest dose ratio change, negative = lower green/red ratio, hits mostly inhibitors; 340,000 tested, 0.05% active; AID 493014; active = well fitted inhibition curve with a large enough effect in the signal ratio, with a control signal flat, not every such curve was filed as active; inconclusive = small, poorly fitted or top-dose-only effect, or effect the other way, or a change in a side signal; the % refers to the signal ratio;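 note: potency is the fitted concentration of half-maximal effect; plate controls were basal doxycycline-induced cells for no effect and cells given 10 µM MG132 for full effect; MG132 reads +100%, hits lower the ratio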
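Concentration-response series (up to 46 uM) were applied to TMD8 dual-reporter cells for 4 h at 37C with doxycycline. Green/red ratio, after filter-overlap correction, defined %Activity; red signal alone was normalised to basal cells and zero luminescence.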
ASM inhibitor: blocks human secretory acid sphingomyelinase. P17405. placental ASM, HMU-PC fluorogenic substrate, 60 min. Potency, µM (series often up to 57.5 µM), for the others: at the highest dose activity change, negative = inhibition, hits mostly inhibitors. 340,000 tested, 0.006% active; note: potency is the fitted concentration of half-maximal effect
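Fluorescence read-out (Ex 386 nm, Em 447 nm) after stopping the reaction at pH 10. Enzyme: ASM from human placenta; substrate HMU-PC0, 9 uM final; 60 min, 37 °C. Compound preincubation 10 min, ambient temperature.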
Numbers without * were called inactive; ? = inconclusive; . = no result given; & = joins results of further samples; [ ] = another dose, or the depositor's remark. Unless noted, calls come from the whole dose curve; as a rule, active = well fitted curve in the direction sought with a large enough effect; inconclusive = small, poorly fitted or top-dose-only effect, or another doubt; inactive = no such curve, though single readings can be large; an effect the other way counts as inactive or inconclusive. The list is partial. The share of hits here may be higher or lower than overall.

smiles | GALK inhibitor | FBPA coupling cs | ASM inhibitor | BCR signal inh | Menin MLL FP TR | TSG101-PTAP inh | Integrin act MD | PKM2 act | B2AR arrestin | Giardia killer | Tb PFK block
Cc1cc(-c2nn(-c3ccccc3F)cc2CN2CCC(C(N)=O)CC2)c(C)s1 | 0% | 0 | 3% | -9% | -1% | -1% | ? | 2% | -0.5% | 22 | 1%
CCOc1ccc(S(=O)(=O)NCCCl)cc1 | 5% | -1 | -1% | ? | 1% | -1% | -6% | -10% | -0.3% | 3 | -4%
O=C(CSc1nnc(-c2ccc(F)cc2)c2ccccc12)NCC1CCCO1 (stereo not given) | 1% | 2 | -5% | -18% | -18% | 2% | -10% | -1% | 0.1% | 5 | -7%
Cc1ccc(S(=O)(=O)N2CCN(C(=O)CNC(=O)c3ccc(Cl)cc3)CC2)cc1 | . | . | -9% | 4% | . | 1% | 3% | . | -0.1% | 0 | 0%
COc1ccccc1NC(=S)NC(=O)C(C)(C)C | 3% | -1 | 2% | 3% | 6% | -12% | 11% | -7% | -0.4% | 4 | 4%
C[C@@]12C(=O)Nc3ccccc3C(=O)N1[C@H]1c3cc(Br)ccc3OC[C@@H]1[C@@H]2c1ccccc1 | . | . | ? | ? | . | 0% | -11% | . | 0.3% | 26 | 6%
Cc1cc2nc(C3CCN(Cc4nnnn4Cc4cccs4)CC3)[nH]c2cc1C | -3% | 0 | -1% | -3% | -13% | -9% | -6% | 6% | -0.1% | 16 | -4%
N#CC1=C(N)C(C#N)(C#N)[C@H](c2cccnc2)[C@H]2CN(C(=O)OCc3ccccc3)CC=C12 | . | 0 | 18% | ? | 7% | -3% | 23% | 7% | 11% | 32[activator] | -2%
Cc1ccc(C2=Nc3cccnc3C(c3ccccc3)=NN2)cc1 | 4% | -2 | -1% | 6% | -1% | -6% | 0% | -9% | 0.6% | -16 | 1%
COc1cccc(C(=O)Nc2c(C)n[nH]c2C)c1 | -3% | -1 | -1% | ? | -28% | -1% | 8% | -1% | 0.1% | 0 | -1%
O=S(=O)(c1ccc(Cl)s1)N1CCc2ccccc2C1 | -1% | -1 | 5% | 2% | -4% | 0% | 21% | 2% | 0.3% | -1 | 1%
O=C(O)c1ccccc1-c1ccccc1C(=O)NCc1ccco1 | 1% | 6 | 6% | 1% | -7% | -7% | -11% | 6% | -0.1% | 18 | -3%
Cc1cccn(Cc2c(F)cccc2Cl)c1=O | 6% | -6 | 3% | -8% | . | -3% | 12% | 32µM* | -0.5% | -5 | -2%
O=C(CCN1C(=O)/C(=C/c2ccc(F)cc2)SC1=S)N[C@@H](CO)Cc1ccccc1 | -5% | -1 | -4% | ? | 17% | 3% | -65%[inhibitor] | . | -0.1% | 12 | 13%
CCN(CC)S(=O)(=O)c1ccc(N2CC(C(=O)NCCc3ccc(Cl)cc3)CC2=O)cc1 (stereo not given) | . | . | -2% | -2% | . | 3% | -16% | . | 0.6% | -8 | 3%
Cc1ccc(Cn2c(SCC(=O)NCC3CCCO3)nc3ccsc3c2=O)cc1 (stereo not given) | 2% | 4 | 9% | 11% | 0% | -9% | -32% | 2% | 0.1% | 12 | -3%
CCOC(=O)c1cc(C)sc1NC(=O)C(c1ccccc1)c1ccccc1 | . | 0 | -7% | ? | 9% | -1% | -22% | 1% | 5.8% | 16 | 0%
O=C(O)CNC(=O)CCN1C(=O)c2ccccc2C1=O | -1% | 4 | -2% | 4% | -25% | -3% | -10% | 1% | -0.3% | 13 | -1%
COc1cc2ccccc2cc1C(=O)NC1CCC(C)CC1 (stereo not given) | . | . | -7% | ? | . | -7% | -13% | . | 0.0% | 5 | -4%
Cc1cc2c([nH]c3ccccc32)c(C)n1 | -8% | 1 | 18% | 1% | 7% | 0% | 17% | -8%[11.5 µM] | -0.8% | 3 | 3%
CCCN(CC(=O)Nc1cc(C)on1)CC(=O)Nc1ccccc1C | . | . | 5% | 0% | . | -5% | -16% | . | 0.0% | 8 | 0%
CC(C)(C)c1ccc(-n2ncc3c2CCCC3NC(=O)c2csnn2)cc1 (stereo not given) | 3% | -3 | -2% | 0% | -9% | 1% | 3% | -1% | 0.6% | 14 | -12%
COC(=O)c1cc(-c2c(-c3ccc4c(c3)OCO4)noc2-c2ccsc2)cc([N+](=O)[O-])c1 | . | -3 | -1% | 16% | 24% | -4% | 28% | -15% | -1.0% | 2 | 3%
Cc1ccc(/C=C/C(=O)OCC(=O)NCCc2ccc(S(N)(=O)=O)cc2)o1 | . | . | 1% | ? | . | 1% | 13% | . | 0.2% | 13 | -6%
C[C@@H]1C[C@H]2[C@@H]3CCC4=CC(=O)C=C[C@]4(C)[C@@]3(F)[C@@H](O)C[C@]2(C)[C@@]1(O)C(=O)COP(=O)(O)O | -1% | 9&3 | 0% | ? | -9%&3% | 1% | . | 10%&-7% | . | 12 | 2%&-1%
Cc1noc(/C=C/N(C)C)c1S(=O)(=O)N1CCC(C(=O)NC(C)(C)C)CC1 | -6% | . | 2% | 9% | . | -3% | -1% | . | 0.4% | 7 | 13%
CCOc1ccc(NC(=O)CN2CCN(CC(=O)Nc3ccc(Cl)c(C(F)(F)F)c3)CC2)cc1 | 0% | 2 | -13% | -5% | 4% | -5% | -53%[inhibitor] | 7% | 0.3% | -11 | -3%
CC(C)[C@H](NC(N)=O)C(=O)Nc1ccc(F)c(Cl)c1 | 1% | -1 | -5% | ? | 20% | -2% | 9% | -3% | 0.4% | 0 | 0%
O=C(CNC(=O)c1ccccc1)OCc1nc2ccccc2s1 | 2% | 0 | 5% | ? | 12% | -1% | 0% | 8% | -0.9% | 7 | 0%
CCCCCN(C(=O)COC(=O)COc1c(C)cc(C)cc1C)c1c(N)n(CCCC)c(=O)[nH]c1=O | . | . | 5% | 2% | . | -6% | ? | . | 0.0% | -9 | -1%

(cont.)
smiles | GALK inhibitor | FBPA coupling cs | ASM inhibitor | BCR signal inh | Menin MLL FP TR | TSG101-PTAP inh | Integrin act MD | PKM2 act | B2AR arrestin | Giardia killer | Tb PFK block
COC(/C=C/Nc1ccc(OC)cc1)=C(C#N)C#N | -1% | 2 | 35%[activator] | 4% | 7% | -1% | 19% | -4% | -0.4% | -1 | -2%
CCCc1noc(-c2cccc([N+](=O)[O-])c2)n1 | 4% | 2 | -4% | 11% | -10% | 0% | -6% | -6% | -0.3% | -29 | 1%
Cc1nc(CS(=O)(=O)c2ccccc2)cc(N2CCN(c3ccccc3F)CC2)n1 | 11% | 3 | 0% | 0% | -11% | -4% | -26% | . | -0.1% | 4 | -3%
COc1ccc(F)cc1S(=O)(=O)NCC(c1ccc2c(c1)OCO2)N1CCN(C)CC1 (stereo not given) | . | . | 3% | 0% | . | 0% | 15% | . | -0.5% | 6 | -15%
CCOc1ccc(-n2cc(C(=O)NCCOC)c3cc(OC)c(OC)cc3c2=O)cc1 | 10% | 5 | -2% | -7% | -12% | 0% | -3% | . | 0.0% | -5 | 0%
O=C(CSCc1ccccc1)Nc1cccc(C(=O)Nc2ccc(C(=O)O)cc2)c1 | -2% | 5 | 1% | 7% | 28% | -2% | 20% | -7% | 0.0% | 16 | -2%
Cc1csc(=O)n1CCC(=O)OCC(=O)Nc1cc([N+](=O)[O-])ccc1Cl | . | . | 1% | 0% | . | -2% | 7% | . | 0.0% | -16 | -1%
COc1ccc(CC(=O)NNC(=O)CSc2nnc(Cc3ccc(OC)cc3)n2-c2ccccc2)cc1 | . | 10 | -1% | -2% | -10% | -5% | 19% | -1% | -0.7% | 3 | 2%
O=C1NC2(CCCCCC2)C(=O)N1Cc1ccccc1 | -2% | -4 | 7% | ? | 8% | -3% | 24% | . | -0.3% | -6 | -3%
Cc1cccc(OCc2nnc(SCC(=O)Nc3cccc(C(=O)N4CCOCC4)c3)n2C)c1 | . | 2 | 2% | ? | -8% | -1% | 14% | ? | -0.1% | 4 | -5%
CC1(C)OC(=O)C(=NNc2ccccc2C(=O)O)C(=O)O1 | -1% | 1 | -7% | 0% | . | -4% | -20% | 0% | 0.3% | 10 | -2%
CCN(CC)S(=O)(=O)c1cc(NC(=O)c2n[nH]c(=O)c3ccccc23)ccc1C | -4% | -3 | -1% | -2% | ? | -2% | -33% | -1% | 0.0% | 9 | 0%
O=c1c2c(-c3cccs3)csc2ncn1-c1ccc(Br)cc1 | . | 0 | -8% | ? | -18% | -5% | -19% | -6% | -0.6% | -3 | 2%

High-throughput results from PubChem BioAssay.
